Assay outcomes: PubChem, NCI
All columns: NCI-60 one-dose screen, growth in % after 48 h at 10 µM unless noted; 100 = growth as untreated, 0 = no growth, -100 = all killed.
SW-620 = SW-620 colon cancer. 5.2% of 82,000 active
KM12 = KM12 colon cancer cells; 5% of 82,000 active; AID 1794800
OVCAR-4 = OVCAR-4 ovarian cancer cells; 3.7% of 80,000 active; AID 1794784
HT29 = HT29 colon cancer. 7.4% of 81,000 active
IGROV1 = IGROV1 ovarian cancer; 4.7% of 79,000 active
HCT-15 = HCT-15 colon cancer; 5.2% of 82,000 active; AID 1794746
HCT-116 = HCT-116 colon cancer; 7.3% of 82,000 active
SK-OV-3 = SK-OV-3 ovarian cancer cells. 3.2% of 80,000 active. AID 1794785
COLO 205 = COLO 205 colon cancer; AID 1794742; 7.3% of 79,000 active
Starred values were filed as active, the others as inactive; & = joins results of further samples. The calls were made as follows: active = growth percent below 10; inactive = the rest.

Screening COC(=O)CC(=O)c1cccc([N+](=O)[O-])c1 returned SW-620 110, KM12 105, HT29 107, IGROV1 108, HCT-15 102, HCT-116 102 and COLO 205 114.
For O=C1c2ccccc2C(=O)N1CNc1ccc(Cl)cn1 the results were SW-620 108, KM12 101, OVCAR-4 113, HT29 105, IGROV1 110, HCT-15 99, HCT-116 102, SK-OV-3 115 and COLO 205 116.
For N#Cc1cnn2ccn(C3OC(COC(=O)c4ccccc4)C(OC(=O)c4ccccc4)C3OC(=O)c3ccccc3)c12 (stereo not given) the results were SW-620 93, KM12 98, OVCAR-4 112, HT29 93, IGROV1 86, HCT-15 96, HCT-116 86, SK-OV-3 107 and COLO 205 96.
Screening Nc1cc(Nc2ccc(Br)cc2)nc(N)n1 returned SW-620 109, KM12 100, OVCAR-4 102, HT29 110, IGROV1 107, HCT-15 104, HCT-116 103, SK-OV-3 107 and COLO 205 123.
For Oc1cc2ccccc2c(-c2c(O)c(O)cc3ccccc23)c1O the results were SW-620 49, KM12 52, OVCAR-4 27, HT29 45, IGROV1 -47*, HCT-15 28, HCT-116 29, SK-OV-3 32 and COLO 205 58.
Cc1ccc2nc(-c3ccc(-c4nnc(SCc5ccccc5)o4)cc3)[nH]c2c1 was read as SW-620 66, KM12 67, OVCAR-4 70, HT29 74, IGROV1 94, HCT-15 57, HCT-116 68, SK-OV-3 107 and COLO 205 123.
CC(C)(C)c1ccc(Cn2cc(CSc3nc4ccccc4s3)nn2)cc1 was read as SW-620 97, KM12 101, OVCAR-4 97, HT29 100, IGROV1 91, HCT-15 100, HCT-116 121, SK-OV-3 97 and COLO 205 102.
COc1cc(C2CC(c3cccc(Nc4ccncc4)c3)=NN2C=O)cc(OC)c1OC (stereo not given) was read as SW-620 105, KM12 94, OVCAR-4 105, HT29 94, IGROV1 98, HCT-15 102, HCT-116 90, SK-OV-3 117 and COLO 205 96.
Screening NCCCCC(Br)C(=O)c1cc(=O)[nH]c2ccccc12 (stereo not given) returned SW-620 105, KM12 96, OVCAR-4 110, HT29 117, IGROV1 127, HCT-15 98, HCT-116 94, SK-OV-3 112 and COLO 205 104.
`Cc1c(Cl)cc(C(C)C)c(O)c1CN1CCOCC1` gave SW-620 101, KM12 106, OVCAR-4 111, HT29 87, IGROV1 105, HCT-15 103, HCT-116 100, SK-OV-3 113 and COLO 205 106.
Screening O=C1c2ccc3c4c(ccc(c24)C(=O)N1CCCNCc1ccccc1F)C(=O)N(CCCNCc1ccccc1F)C3=O returned SW-620 -73*, KM12 -76*, OVCAR-4 -98*, HT29 -77*, IGROV1 -58*, HCT-15 -61*, HCT-116 -38*, SK-OV-3 -22* and COLO 205 -46*.
Cc1nc2c(cnn2-c2ccccc2)c(=O)n1-c1ccc(N2C(=O)c3ccccc3C2=O)cc1 was read as SW-620 102, KM12 106, OVCAR-4 98, HT29 105, IGROV1 106, HCT-15 100, HCT-116 100, SK-OV-3 117 and COLO 205 113.

An excerpt from above in order of SMILES length, low to high.
For O=C1c2ccccc2C(=O)N1CNc1ccc(Cl)cn1 the results were SW-620 108, KM12 101, OVCAR-4 113, HT29 105, IGROV1 110, HCT-15 99, HCT-116 102, SK-OV-3 115 and COLO 205 116.
Cc1nc2c(cnn2-c2ccccc2)c(=O)n1-c1ccc(N2C(=O)c3ccccc3C2=O)cc1 was read as SW-620 102, KM12 106, OVCAR-4 98, HT29 105, IGROV1 106, HCT-15 100, HCT-116 100, SK-OV-3 117 and COLO 205 113.
For N#Cc1cnn2ccn(C3OC(COC(=O)c4ccccc4)C(OC(=O)c4ccccc4)C3OC(=O)c3ccccc3)c12 (stereo not given) the results were SW-620 93, KM12 98, OVCAR-4 112, HT29 93, IGROV1 86, HCT-15 96, HCT-116 86, SK-OV-3 107 and COLO 205 96.

The main list resumes, starting three compounds before the break.
`Cc1c(Cl)cc(C(C)C)c(O)c1CN1CCOCC1` gave SW-620 101, KM12 106, OVCAR-4 111, HT29 87, IGROV1 105, HCT-15 103, HCT-116 100, SK-OV-3 113 and COLO 205 106.
Screening O=C1c2ccc3c4c(ccc(c24)C(=O)N1CCCNCc1ccccc1F)C(=O)N(CCCNCc1ccccc1F)C3=O returned SW-620 -73*, KM12 -76*, OVCAR-4 -98*, HT29 -77*, IGROV1 -58*, HCT-15 -61*, HCT-116 -38*, SK-OV-3 -22* and COLO 205 -46*.
Cc1nc2c(cnn2-c2ccccc2)c(=O)n1-c1ccc(N2C(=O)c3ccccc3C2=O)cc1 was read as SW-620 102, KM12 106, OVCAR-4 98, HT29 105, IGROV1 106, HCT-15 100, HCT-116 100, SK-OV-3 117 and COLO 205 113.
For O=C1OCC2=C1C(c1ccc(Cl)c(Cl)c1)c1cc3c(cc1N2CCO)CCC3 (stereo not given) the results were SW-620 25, KM12 9.0*, OVCAR-4 50, HT29 3.9*, IGROV1 30, HCT-15 13, HCT-116 18, SK-OV-3 39 and COLO 205 6.1*.
CC(C)c1nc2ccccc2n1CC(=O)N/N=C/c1cccc(OCc2ccccc2)c1 was read as SW-620 89, KM12 88, OVCAR-4 94, HT29 92, IGROV1 91, HCT-15 89, HCT-116 34, SK-OV-3 89 and COLO 205 107.
Screening O=CN1N=C(c2cccc(Nc3ccncc3)c2)CC1c1ccc(Br)cc1 (stereo not given) returned SW-620 89, KM12 86, OVCAR-4 99, HT29 39, IGROV1 94, HCT-15 75, HCT-116 56, SK-OV-3 73 and COLO 205 74.
`O=C(Nc1cc(C(F)(F)F)cc(C(F)(F)F)c1)c1cc(Cl)ccc1O` gave SW-620 5.7*, KM12 -33*, OVCAR-4 20&25, HT29 1.2*, IGROV1 9.9*, HCT-15 -25*, HCT-116 -29*, SK-OV-3 1.7* and COLO 205 -65*.
`O=C(O)c1ccc(NC(=S)Nc2ccc(S(=O)(=O)Nc3ccccn3)cc2)cc1` gave SW-620 105, KM12 109, OVCAR-4 111, HT29 108, IGROV1 97, HCT-15 101, HCT-116 99, SK-OV-3 99 and COLO 205 106.
`CC(C)CCC1(CCBr)C(=O)NC(=Nc2ccccc2)NC1=O` (stereo not given) gave SW-620 107, KM12 110, OVCAR-4 106, HT29 112, IGROV1 111, HCT-15 98, HCT-116 115, SK-OV-3 107 and COLO 205 111.
`CC(=O)Nc1ccc(/C=C2\SC(=S)N(/C=C(/C#N)S(=O)(=O)c3ccc(C)cc3)C2=O)cc1` gave SW-620 96, KM12 97, OVCAR-4 107, HT29 94, IGROV1 99, HCT-15 106, HCT-116 103, SK-OV-3 100 and COLO 205 106.
Screening CC(=O)OCc1cc(C(C)(C)C)c(O)c(C(C)(C)C)c1 returned SW-620 91, KM12 104, OVCAR-4 101, HT29 96, IGROV1 106, HCT-15 110, HCT-116 100, SK-OV-3 105 and COLO 205 108.
Cn1cc(Nc2ncc(C(N)=O)c(NCCCNC(=O)C3CCC3)n2)cn1 was read as SW-620 93, KM12 101, OVCAR-4 75, HT29 111, IGROV1 88, HCT-15 108, HCT-116 81, SK-OV-3 86 and COLO 205 100.
C[n+]1c2ccccc2c(NC2CCNCC2)c2[nH]c3ccccc3c21 was read as SW-620 16, KM12 -11*, OVCAR-4 4.1*, HT29 2.9*, IGROV1 -21*, HCT-15 87, HCT-116 4.1*, SK-OV-3 -0.5* and COLO 205 -1.7*.
For COc1cc(/C=C/C(=O)CC(=O)/C=C/c2ccc(OC(=O)C3C4CC5CC(C4)CC3C5)c(OC)c2)ccc1OC(=O)C1C2CC3CC(C2)CC1C3 (stereo not given) the results were SW-620 113, KM12 107, OVCAR-4 105, HT29 105, IGROV1 33, HCT-15 135, HCT-116 93, SK-OV-3 110 and COLO 205 110.
`Nc1cccc(C(=O)NO)c1` gave SW-620 93, KM12 102, OVCAR-4 113, HT29 120, IGROV1 113, HCT-15 97, HCT-116 98, SK-OV-3 103 and COLO 205 114.
`CC(CNC(Cc1ccccc1)c1ccccc1)NC(Cc1ccccc1)c1ccccc1` (stereo not given) gave SW-620 26, KM12 22, OVCAR-4 32, HT29 4.0*, IGROV1 39, HCT-15 31, HCT-116 13, SK-OV-3 82 and COLO 205 9.3*.
Screening CCCCCCCC/C=C\CCCCCCCCOc1cccc(CCOP(=O)(O)OCC[N+](C)(C)C)c1 returned SW-620 85, KM12 26, OVCAR-4 82, HT29 30, IGROV1 41, HCT-15 81, HCT-116 64, SK-OV-3 97 and COLO 205 85.
For CC1=NC2=NN/C(=N\N)NN2C(c2ccccc2)=C1 the results were SW-620 103, KM12 99, OVCAR-4 106, HT29 105, IGROV1 95, HCT-15 101, HCT-116 115, SK-OV-3 103 and COLO 205 113.
Cc1ccc(S(=O)(=O)NN/C(N)=N\S(=O)(=O)c2cc(C)c(Cl)cc2SCc2ccccc2)cc1 was read as SW-620 97, KM12 97, OVCAR-4 90, HT29 107, HCT-15 109, HCT-116 95, SK-OV-3 102 and COLO 205 115.
`CC(C)(C)n1cc(-c2ccnc(NCCCNS(=O)(=O)c3ccc(C(F)(F)F)cc3)n2)c(-c2ccc(Cl)c(O)c2)n1` gave SW-620 103, KM12 91, OVCAR-4 87, HT29 63, IGROV1 97, HCT-15 76, HCT-116 62, SK-OV-3 94 and COLO 205 104.
`S=c1[nH]cc[nH]1` gave SW-620 109, KM12 105, OVCAR-4 114, HT29 105, IGROV1 108, HCT-15 103, HCT-116 107, SK-OV-3 103 and COLO 205 109.
Screening Cc1nnc(Nc2ccc(NC(=O)Nc3ccc(Cl)cc3)cc2)c2ccccc12 returned SW-620 20, KM12 14, OVCAR-4 43, HT29 2.2*, IGROV1 62, HCT-15 6.4*, HCT-116 7.7*, SK-OV-3 66 and COLO 205 28.
For C=CCn1cc(-c2nc3ccc(C(=C(C#N)C#N)c4ccccc4)cc3[nH]2)c2cc(-c3ccc4ccccc4c3)ccc21 the results were SW-620 103, KM12 99, OVCAR-4 102, HT29 116, IGROV1 74, HCT-15 99, HCT-116 98, SK-OV-3 102 and COLO 205 119.
`CN(CC(=O)Nc1nc2ccccc2[nH]1)S(=O)(=O)c1ccc(Cl)cc1` gave SW-620 68, KM12 105, OVCAR-4 94, HT29 65, IGROV1 -29*, HCT-15 91, HCT-116 73, SK-OV-3 96 and COLO 205 96.
`CC(=O)N[C@@H](CO)CC(=O)c1ccc2c(c1N)C=CC(C)(C)O2` gave SW-620 95, KM12 91, OVCAR-4 94, HT29 118, IGROV1 107, HCT-15 96, HCT-116 103, SK-OV-3 102 and COLO 205 109.
Screening CCOC(=O)c1nn(-c2ccccc2)/c(=N/N=Cc2cn(-c3ccccc3)nc2-c2cc3ccccc3oc2=O)s1 returned SW-620 103, KM12 99, OVCAR-4 102, HT29 115, IGROV1 94, HCT-15 104, HCT-116 108, SK-OV-3 94 and COLO 205 112.
For Clc1cccc(-c2nc(N3CCOCC3)c3c4c(sc3n2)CCCC4)c1 the results were SW-620 108, KM12 98, OVCAR-4 103, HT29 88, IGROV1 104, HCT-15 108, HCT-116 92, SK-OV-3 88 and COLO 205 102.
Cc1cc(C)c(C)c(O)c1 was read as SW-620 105, KM12 111, OVCAR-4 128, HT29 105, IGROV1 102, HCT-15 106, HCT-116 104, SK-OV-3 108 and COLO 205 113.
`O=C(c1ccccc1)C1(Br)CCCCC1` gave SW-620 105, KM12 104, OVCAR-4 105, HT29 120, IGROV1 97, HCT-15 99, HCT-116 104, SK-OV-3 108 and COLO 205 129.
